Screening data: PubChem, The Scripps Research Institute Molecular Screening Center
IDE act: IDE (human) activation, cell-based | hit rate 0.073% among 340,000 | activation, % at 5.96 µM | HEK cells, FAbeta-B cleavage, fluorescence polarization; 0% vehicle, 100% cell-free pure enzyme wells;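 active = activation above the mean of all tested compounds plus 3 SD, set per screening campaign, cut at about 17% in these data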
Target sequence (P14735 whole entry, looked up): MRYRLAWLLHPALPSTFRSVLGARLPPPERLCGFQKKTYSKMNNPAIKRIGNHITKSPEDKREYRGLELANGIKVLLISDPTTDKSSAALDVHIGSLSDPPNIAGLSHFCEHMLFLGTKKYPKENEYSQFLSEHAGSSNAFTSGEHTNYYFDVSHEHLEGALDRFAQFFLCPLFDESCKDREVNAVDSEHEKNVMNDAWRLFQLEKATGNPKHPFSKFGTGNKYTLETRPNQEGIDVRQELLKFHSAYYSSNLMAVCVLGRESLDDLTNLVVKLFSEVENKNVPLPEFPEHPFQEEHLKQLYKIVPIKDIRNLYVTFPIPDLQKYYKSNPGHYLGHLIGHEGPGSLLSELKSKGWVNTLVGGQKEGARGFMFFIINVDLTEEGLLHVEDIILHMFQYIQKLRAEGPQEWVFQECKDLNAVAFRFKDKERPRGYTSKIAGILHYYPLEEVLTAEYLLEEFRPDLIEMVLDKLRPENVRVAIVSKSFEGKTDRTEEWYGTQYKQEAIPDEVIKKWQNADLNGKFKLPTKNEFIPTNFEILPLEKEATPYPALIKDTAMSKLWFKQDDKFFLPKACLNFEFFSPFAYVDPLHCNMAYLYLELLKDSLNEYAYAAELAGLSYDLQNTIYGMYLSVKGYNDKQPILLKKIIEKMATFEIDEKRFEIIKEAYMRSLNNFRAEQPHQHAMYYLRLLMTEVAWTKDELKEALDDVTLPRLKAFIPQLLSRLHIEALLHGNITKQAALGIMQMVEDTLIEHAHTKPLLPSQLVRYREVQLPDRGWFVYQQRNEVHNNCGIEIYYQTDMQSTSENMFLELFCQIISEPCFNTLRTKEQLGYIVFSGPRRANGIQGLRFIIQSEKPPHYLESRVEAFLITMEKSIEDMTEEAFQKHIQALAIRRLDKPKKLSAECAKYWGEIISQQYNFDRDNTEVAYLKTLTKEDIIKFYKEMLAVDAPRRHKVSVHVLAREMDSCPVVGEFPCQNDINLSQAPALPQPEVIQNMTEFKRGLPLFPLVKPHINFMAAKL
IDE cell inh: inhibitors of human insulin-degrading enzyme in cells. HEK cells, FAbetaB cleavage, fluorescence polarization. inhibition, % at 5.59 µM. hit rate 0.41% among 320,000;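 active = percent inhibition above the average of all tested compounds plus 3 SD, set per screening campaign, cut at about 16% in these data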;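 note: IDE supplied by intact live HEK cells; FP after avidin binding of uncleaved biotin substrate so inhibition keeps polarization high; 0% = DMSO wells and 100% = 60 µM reference IDE inhibitor Ii1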
* marks the source's active call; other numbers are inactive results. This is a subset. The share of hits here may be higher or lower than overall.

SMILES	IDE act	IDE cell inh
CCOc1ncccc1C(=O)Nc1ccc(S(=O)(=O)Nc2cc(C)nc(C)n2)cc1	0	3
CC(=O)N1CCN(S(=O)(=O)c2cccc(C(=O)NCCc3ccc(Cl)cc3)c2)CC1	5	2
O=C(Nc1cc(S(=O)(=O)N2CCCCC2)ccc1Cl)c1ccc(F)cc1	4	-2
Cc1cccc(C)c1NC(=O)C(=O)NCC1CCCN1S(=O)(=O)c1cccs1 (stereo not drawn)	2	1
Cc1ccc(C2(C)NC(=O)N(CC(=O)Nc3cc(S(=O)(=O)N4CCCCC4)ccc3OC(C)C)C2=O)cc1 (stereo not drawn)	0	-3
O=C(COc1ccccc1Cl)Nc1ccccc1C(=O)NC1CC1	2	1
CC(NC(=O)CN1C(=O)NC2(CCc3ccccc32)C1=O)c1ccc2c(c1)OCCO2 (stereo not drawn)	3	-3
Cc1ccc(S(=O)(=O)Nc2cccc3c2O[C@H](CN(C)C(=O)Nc2cccc4ccccc24)[C@H](C)CN([C@H](C)CO)C3=O)cc1	1	-2
COc1ccc(NS(=O)(=O)c2cc(NC(=O)c3ccc(S(=O)(=O)N(C)C)cc3)ccc2N2CCOCC2)cc1	3	-3
COc1ccccc1CCNC(=O)CCNS(=O)(=O)c1ccc(NC(C)=O)cc1	4	-5
COc1ccc2oc(C(=O)N(Cc3ccco3)Cc3cccs3)c(C)c2c1	3	-2
CCCCn1c(N)c(N(CC(C)C)C(=O)CSc2ccc([N+](=O)[O-])cc2)c(=O)[nH]c1=O	3	-4
C[C@H]1CN([C@@H](C)CO)C(=O)c2cccc(NC(=O)c3ccncc3)c2O[C@H]1CN(C)C(=O)Nc1ccccc1	4	3
O=C(NCCO)/C(=C/c1ccco1)NC(=O)c1ccco1	7	-9
COC(=O)[C@@H](Cc1ccccc1)NC(=O)Cn1cnc2c(SC)nc(N)nc21	4	3
CCC(C)(C)C1CCc2[nH]nc(C(=O)NCc3ccc(Cl)cc3)c2C1 (stereo not drawn)	10	4
O=C(Cc1ccc(Cl)cc1)NNC(=O)C(=O)NC1CCCCC1	-3	-5
Cc1ccc(S(=O)(=O)N2CCN(C(=O)COC(=O)COc3cccc4c3OC(C)(C)C4)CC2)cc1	-5	2
CC1CCCC(NC(=O)COC(=O)[C@@H](NC(=O)c2ccccc2Cl)C(C)C)C1C (stereo partly drawn)	2	-1
COc1ccc(Cl)cc1-c1nc(SCC(=O)NC2CCCC2)n[nH]1	-4	10
CCN(CC)CCC(=O)N1c2ccccc2Sc2ccc(Cl)cc21	5	4
COc1ccc(NC(=O)CNC(=O)Cc2cccc3ccccc23)cc1	-2	-1
C[C@H](CO)N1C[C@H](C)[C@@H](CN(C)Cc2ccc3c(c2)OCO3)Oc2c(NC(=O)C3CCCCC3)cccc2C1=O	3	4
COc1ccc(NS(=O)(=O)c2ccc(C(=O)N(C)Cc3ccc(C)o3)cc2)cc1	4	1
O=S(=O)(c1ccc2c(c1)CCCN2)N1CCCC1	3	-5
C[C@@H]1O[C@@H](O[C@H]2[C@H](O)[C@@H](O)[C@H](Oc3c(-c4ccc(O)cc4)oc4cc(O)cc(O)c4c3=O)O[C@@H]2CO)[C@H](O)[C@H](O)[C@H]1O	0	-2
CCCCN(C(=O)c1ccc(NC2CC2)c([N+](=O)[O-])c1)c1c(N)n(CC(C)C)c(=O)[nH]c1=O	3	-4
Cc1noc(C)c1S(=O)(=O)N(C)C[C@H]1Oc2ccc(NS(=O)(=O)c3cn(C)cn3)cc2C(=O)N([C@H](C)CO)C[C@@H]1C	8	-1
COc1cccc(/C=C/C(=O)OCC(=O)N2CCN(c3ccccc3)CC2)c1	-6	-2
COc1ccccc1C(=O)NC(=O)CSc1nc2nc(C)cc(C)n2n1	-6	4
CSCCC(NC(=O)c1ccccc1Br)C(=O)N1CCCCCCC1 (stereo not drawn)	0	0
NC(=O)c1ccc(SCC(=O)OCC(=O)NCC2CCCCC2)c([N+](=O)[O-])c1	2	3
COC(=O)c1c(C)[nH]c(C(=O)OCc2csc(CC(=O)Nc3ccccc3C)n2)c1C	-2	3
COc1ccccc1CNC(=O)CN1C(=O)NC2(CCC(C)CC2)C1=O (stereo not drawn)	8	3
COc1ccc(CN(C)CC(=O)NC(=O)NC2CCCCC2)cc1	5	-6
COc1ccccc1NC(=O)COc1coc(CN2CCN(c3ccccc3)CC2)cc1=O	2	-5
O=C(Nc1cccc(S(=O)(=O)N2CCOCC2)c1)c1ccc(Cl)nc1	5	0
CC1CN(S(=O)(=O)c2ccc(C(=O)N(CCCN(C)C)c3nc4cc5c(cc4s3)OCCO5)cc2)CC(C)O1 (stereo not drawn)	-1	-9
CCOC(=O)c1ccccc1NC(=O)COc1coc(CN2CCc3ccccc32)cc1=O	1	2
COc1ccc(OC)c(CN2CCN(CC(=O)Nc3ccccc3C(=O)NC3CC3)CC2)c1	3	-3
CCCCN1CC(=O)N2[C@H]3c4cc(Cl)ccc4OC[C@@H]3[C@H](C(=O)OCC)[C@]2(C)C1=O	6	-6
CN(C(=O)COC(=O)c1cccc(Cl)c1)C1CCS(=O)(=O)C1 (stereo not drawn)	3	3
CCOc1ccc(OCCC(=O)N(CC)CC(=O)NCc2ccc(Cl)cc2)cc1	-2	4
CCN(CC(=O)Nc1ccc(NC(C)=O)cc1)C(=O)c1cccc(S(=O)(=O)N2CCc3ccccc3C2)c1	-4	-3
COc1cccc(CNC(=O)c2ccc(Cl)c(S(=O)(=O)N3CCOCC3)c2)c1	3	7
NC(=O)CCCn1c(C(=O)c2cc(Cl)c(N)c(Cl)c2)c2ccc(C(F)(F)F)cc2[n+]1[O-]	-2	5
CCN(Cc1ccc2c(c1)OCO2)C(=O)CSc1ncnc2sccc12	-1	-1
CC(C(=O)N1CCc2ccccc21)N(C)CC(=O)Nc1ccccc1Cl (stereo not drawn)	-3	-6
COCCN(C(=O)COC(=O)Cc1coc2cc3c(cc12)CCC3)c1c(N)n(Cc2ccccc2)c(=O)[nH]c1=O	0	0
O=C(c1ccc(F)cc1)N1CCCC(c2nc(-c3ccncc3)no2)C1 (stereo not drawn)	-4	1
O=C(COC(=O)c1ccc(Br)c(S(=O)(=O)N2CCOCC2)c1)NCCc1ccccc1	2	3
c1ccc([C@H]2CN3C(=N2)Sc2ccccc23)cc1	4	0
Cc1ccc(S(=O)(=O)N2CCN(C(=O)COC(=O)CSc3cc(C)ccc3C)CC2)c(C)c1	2	-5
CC(C)C(=O)N1CCN(c2ccccc2NC(=S)NC(=O)/C=C/c2ccco2)CC1	2	1
O=C(CCNS(=O)(=O)c1ccccc1Cl)N1CCN(c2ccccn2)CC1	1	-3
CC(Sc1nc2ccccc2c(=O)n1C)C(=O)NC1CCCCC1C (stereo not drawn)	6	4
COc1ccc(Cl)cc1C(=O)NNC(=O)c1ccc(F)c(S(=O)(=O)N2CCOCC2)c1	0	0
COCCN(C(=O)C1CCN(C(=O)c2ccccc2C)CC1)c1c(N)n(CC(C)C)c(=O)[nH]c1=O	4	-1
CC(C)CN(C(=O)CCC(=O)OCC(=O)N(C)c1ccccc1)c1c(N)n(CC(C)C)c(=O)[nH]c1=O	2	3
CN(C)C(CNC(=O)CCNS(=O)(=O)c1ccccc1C(F)(F)F)c1ccccc1 (stereo not drawn)	2	2
(more compounds)
SMILES	IDE act	IDE cell inh
COc1ccc(S(=O)(=O)N(C)C[C@H]2Oc3c(cccc3N(C)C)C(=O)N([C@H](C)CO)C[C@@H]2C)cc1	0	-5
CSc1nc(N)nc2c1ncn2CC(=O)N1CCN(Cc2c(C)cc(C)cc2C)CC1	1	-3
COc1ccc(-c2oc(=O)c3cc(OC)c(OC)cc3c2C#CCCO)cc1	3	1
COc1cccc(C2=CC(=O)C[C@H](c3ccc(OC)c(OC)c3)C2)c1	2	2
CCC1CCC2(CC1)NC(=O)N(CC(=O)NCc1ccc(Cl)cc1)C2=O (stereo not drawn)	-2	-4
CCN(CC(=O)Nc1ccc(NC(C)=O)cc1)C(=O)Cc1coc2cc(C)c(C)cc12	-4	4
Cc1ccc(NC(=O)c2cccc(NC(=O)CC3SC(N4CCCCC4)=NC3=O)c2)nc1 (stereo not drawn)	-1	1
CCN1C(=O)[C@@H]2[C@@H](c3ccc(-c4ccc(OC)cc4)c(OC)c3)N3CCC[C@@]3(C(=O)OC)[C@@H]2C1=O	-3	2
COc1cc(/C=N/NC(=O)c2cccc(S(=O)(=O)N3CCCC3)c2)cc(OC)c1O	8	-1
COc1cc(/C=C/C(=O)OCC(=O)Nc2c(C)n(C)n(-c3ccccc3)c2=O)cc(OC)c1OC	2	0
O=C(Nc1nnc(-c2ccc(Br)cc2)o1)C1=COCCO1	3	6
CC1CCN(CC(=O)Nc2ccccc2C(=O)NC2CC2)CC1	1	2
COc1cc(NC(=O)Cn2cnc3c(SC)nc(N)nc32)cc(OC)c1OC	-4	3
O=C1C=CC(=O)N1	-7	0
O=C(Nc1ncccc1O)c1ccc2c(c1)OCO2	2	2
O=C(COC(=O)Cc1ccccc1[N+](=O)[O-])NNC(=O)c1ccc([N+](=O)[O-])cc1	6	-1
N#CC1(NC(=O)COC(=O)CNC(=O)c2sc3ccccc3c2Cl)CCCCC1	4	-3
O=C(C[C@H]1C/C=C\C[C@@H](Cc2ccc(F)cc2)C(=O)O[C@@H](c2ccccc2)CNC1=O)NCCO	4	2
COC(=O)c1cc2cc(OC)ccc2n1C	-6	6
O=C(CCc1ccccc1)Nc1cccc(S(=O)(=O)N2CCOCC2)c1	1	-1

Overlap with the part before: 2 entries, followed by the next part.
SMILES	IDE act	IDE cell inh
COC(=O)c1cc2cc(OC)ccc2n1C	-6	6
O=C(CCc1ccccc1)Nc1cccc(S(=O)(=O)N2CCOCC2)c1	1	-1
COc1ccc(C(=O)NC(=O)CSc2n[nH]c(N)n2)cc1	-4	-2
CCN(CC)S(=O)(=O)c1ccc(N2CCOCC2)c(NC(=O)c2ccc(=O)n(C)n2)c1	3	-3
COc1ccc(-c2ccc3c(c2)S(=O)(=O)c2cccc(C(=O)NCc4cccc(OC(F)(F)F)c4)c2C3=O)cc1OC	1	3
CCSc1nnc(NC(=O)C2CSC3(C)CCC(=O)N23)s1 (stereo not drawn)	-3	1
Cc1cc(C)n2nc(SCC(=O)N3CCC(C)CC3)nc2n1	1	3
Cc1ccc(N(C)S(=O)(=O)c2cccc(C(=O)NCC(c3cccs3)N3CCOCC3)c2)cc1 (stereo not drawn)	-6	-2
O=C(NCCC1=CCCCC1)c1cc(S(=O)(=O)N2CCOCC2)c(Cl)cc1Cl	2	1
O=C(CSc1nc(=O)n(CCCN2CCOCC2)c2c1CCCC2)Nc1ccc(Cl)cc1	-1	0
O=C(Nc1nc2ccc(F)cc2s1)C1CC(=O)N(c2ccc3c(c2)OCCO3)C1 (stereo not drawn)	-3	0
CCN(CC)S(=O)(=O)c1ccc(N2CCCCC2)c(NC(=O)C2=COCCO2)c1	2	3
CCCCc1c(C)nc2ccc(OC)cc2c1SCCC(=O)O	-3	4
CCOc1cc(OCC)c(C(C)=O)cc1OCC	4	-1
Cc1ccc(S(=O)(=O)N2CCOCC2)cc1C(=O)OCC(=O)Nc1ccc2[nH]c(=O)[nH]c2c1	-2	-3
NCCCn1c(C(=O)c2cc(Cl)c(N)c(Cl)c2)c2ccc([N+](=O)[O-])cc2[n+]1[O-]	3	4
Cc1ccc(C(=O)OCC(=O)N2CC(C)CC(C)C2)cc1S(=O)(=O)N1CCCCC1 (stereo not drawn)	2	3
CCCN(CC1CC1)C(=O)COC(=O)c1oc2ccc(OCC)cc2c1C	1	3
Cc1ccc(NS(=O)(=O)c2ccc(C(=O)NCCCN3CCOCC3)cc2)cc1	-1	-3

Grouped by structure: those above with an aryl thioether with sulfur outside any ring (15)
SMILES	IDE act	IDE cell inh
CCCCn1c(N)c(N(CC(C)C)C(=O)CSc2ccc([N+](=O)[O-])cc2)c(=O)[nH]c1=O	3	-4
COC(=O)[C@@H](Cc1ccccc1)NC(=O)Cn1cnc2c(SC)nc(N)nc21	4	3
COc1ccc(Cl)cc1-c1nc(SCC(=O)NC2CCCC2)n[nH]1	-4	10
COc1ccccc1C(=O)NC(=O)CSc1nc2nc(C)cc(C)n2n1	-6	4
NC(=O)c1ccc(SCC(=O)OCC(=O)NCC2CCCCC2)c([N+](=O)[O-])c1	2	3
CCN(Cc1ccc2c(c1)OCO2)C(=O)CSc1ncnc2sccc12	-1	-1
Cc1ccc(S(=O)(=O)N2CCN(C(=O)COC(=O)CSc3cc(C)ccc3C)CC2)c(C)c1	2	-5
CC(Sc1nc2ccccc2c(=O)n1C)C(=O)NC1CCCCC1C (stereo not drawn)	6	4
CSc1nc(N)nc2c1ncn2CC(=O)N1CCN(Cc2c(C)cc(C)cc2C)CC1	1	-3
COc1cc(NC(=O)Cn2cnc3c(SC)nc(N)nc32)cc(OC)c1OC	-4	3
COc1ccc(C(=O)NC(=O)CSc2n[nH]c(N)n2)cc1	-4	-2
CCSc1nnc(NC(=O)C2CSC3(C)CCC(=O)N23)s1 (stereo not drawn)	-3	1
Cc1cc(C)n2nc(SCC(=O)N3CCC(C)CC3)nc2n1	1	3
O=C(CSc1nc(=O)n(CCCN2CCOCC2)c2c1CCCC2)Nc1ccc(Cl)cc1	-1	0
CCCCc1c(C)nc2ccc(OC)cc2c1SCCC(=O)O	-3	4
